NCI-60 one-dose screen, 48 h, at 10 µM unless noted. Numbers give growth in % (100 = growth as untreated, 0 = no growth, -100 = all killed).
LOX IMVI: LOX IMVI melanoma; hit rate 7.4% among 79,000; AID 1794757
SK-MEL-2: SK-MEL-2 melanoma | hit rate 4.7% among 77,000 | AID 1794763
T-47D: T-47D breast cancer | hit rate 5% among 79,000 | AID 1794792
SK-MEL-5: SK-MEL-5 melanoma. AID 1794755. hit rate 6.4% among 80,000
MDA-MB-435: MDA-MB-435 melanoma; hit rate 7.8% among 82,000
HS 578T: HS 578T breast cancer; hit rate 4.1% among 78,000
SK-MEL-28: SK-MEL-28 melanoma; hit rate 4.1% among 81,000; AID 1794761
BT-549: BT-549 breast cancer; hit rate 4.4% among 78,000; AID 1794793
The depositor's hits bear a star; x = not tested or not shown; & = joins results of further samples. Rule for the calls: active = growth percent below 10; inactive = the rest.

item	Molecule	LOX IMVI	SK-MEL-2	T-47D	SK-MEL-5
1	CC1CCCCN1CCCNC(=O)c1ccc2c(c1)sc1nc(-c3ccc(F)cc3)cn12 (centres undefined)	93	103	93	99
2	Cc1ccc(-c2nc(C#N)c(NCCCN)o2)cc1	95	108	82	97
3	COC(=O)c1cc([N+](=O)[O-])c(C)c(C)n1	103	117	94	108
4	Ic1ccc(OCCCCn2ccnc2)cc1	80	81	78	80
5	O=C1C(c2c[nH]c3ccc(Br)cc23)=C(c2coc3ccc(F)cc23)C(=O)N1O	x	94	79	93
6	O=C(OCOC(=O)c1cccc2ccccc12)c1cccc2ccccc12	102	79	51	100
7	O=C1[C@@H](Cl)C2(C(=O)Nc3ccccc32)N1c1ccccc1 (some centres undefined)	82	101	85	102
8	C=C(Cl)[C@@H]1CC[C@]2(CO)CC[C@]3(C)[C@H](CC[C@@H]4[C@@]5(C)CC[C@H](O)C(C)(C)[C@@H]5CC[C@]43C)[C@@H]12	89	96	x	83
9	S=c1cc(-c2ccccc2)[nH]c2ccccc12	103	103	104	105
10	CCOC(=O)c1c(NC(=S)Nc2ccc([N+](=O)[O-])cc2)nn(C)c1Nc1ccccc1	89	99	83	98
11	CN1C(=O)c2cccn2Cc2ccccc21	101	x	110	118
12	Cn1cnc2c(=O)[nH]c(=O)[nH]c21	96	113	97	95
13	CN(N=O)C(=O)NC(C=O)C(O)C(O)C(O)CO (centres undefined)	101	118	103	119
14	CCOC1=C(OCC)C(=O)c2ccccc2C1=O	x	91	106	102
15	CCn1c(Sc2nnc(/N=C3\NC(=O)/C(=C/c4ccc(Cl)cc4)S3)s2)nc2c1c(=O)n(C)c(=O)n2C	98	108	101	99

item	MDA-MB-435	HS 578T	SK-MEL-28	BT-549
1	109	99	104	91
2	100	103	102	99
3	101	96	104	117
4	73	90	56	88
5	55	95	84	78
6	104	100	100	77
7	107	90	103	93
8	96	88	107	88
9	98	100	92	103
10	96	62	106	121
11	109	103	109	x
12	109	110	101	103
13	x	88	121	98
14	115	110	111	93
15	105	89	102	101

New compounds follow.
item	Molecule	LOX IMVI	SK-MEL-2	T-47D	SK-MEL-5
16	CSc1nc(-c2cccc(NC(=O)/C=C/C(=O)O)c2)c(C#N)c(=O)n1C	99	110	102	102
17	COC(=O)CC[C@@H]1O[C@@H](c2ccccc2)[C@@H](O)[C@H]1O	100	100	104	95
18	COCO[C@@H]1C[C@]23CC[C@@H]4[C@](C)(COC(=O)NCc5ccc(OC)cc5)CCC[C@@]4(C)[C@@H]2CC[C@@]1(C)C3	73	80	14	35
19	O=C(N/N=C\c1ccc(Cl)cc1Cl)c1ccncc1	85	94	97	99
20	Cn1c(=O)c2[nH]c(COc3ccccc3[N+](=O)[O-])nc2n(C)c1=O	110	109	102	102
21	O=C(CCn1cnc2c(cc(-c3ccccc3)n2-c2ccccc2)c1=O)Nc1ccc(Cl)cc1	107	105	93	99
22	C(=C(\C1=NCCN1)n1cnc2ccccc21)/c1cccc2ccccc12	84	x	82	87
23	COc1ccc2[nH]c(=O)cc(-n3nc(C#N)c(C#N)c3N)c2c1	93	112	89	118
24	CC1(C)CC(C)(C#N)CC2(C1)OCCO2 (centres undefined)	96	109	111	107
25	Cc1c(C(=O)Nc2nc3ccccc3s2)cnn1-c1c(F)cccc1Br	46	97	39	34
26	CCCCC1CCc2cccc3c(SCC(=O)N(C)c4ccc(Oc5ccccc5)cc4)cc[n+]1c23 (centres undefined)	107	111	74	103
27	Nc1ccc2cc(S(=O)(=O)O)ccc2c1	100&104	90	83&97	100&106
28	CC(C)C(=O)c1ccc(Cl)s1	91	96	90	93
29	CC(=O)Oc1ccccc1Cl	103	99	101	100
30	C/C=C/C(=O)OCCCCCCCCCCCC	106	94	91	98

item	MDA-MB-435	HS 578T	SK-MEL-28	BT-549
16	104	104	118	101
17	102	96	101	101
18	76	104	111	68
19	105	123	103	66
20	110	x	109	120
21	97	91	107	103
22	74	93	94	107
23	109	107	106	87
24	99	97	107	106
25	93	81	87	79
26	101	119	109	119
27	118&114	102&100	105&111	96&102
28	106	100	111	104
29	109	106	115	105
30	115	107	114	97

Next section
item	Molecule	LOX IMVI	SK-MEL-2	T-47D	SK-MEL-5
31	Clc1ccc(-c2nnc(Cn3cc(-c4ccccc4)nn3)o2)cc1	93	100	91	100
32	CC1(C)CC(=O)C2=C(C1)N(c1ccc(OC(F)(F)F)cc1)C(N)=C(C#N)C2c1ccccc1Br (centres undefined)	33	100	94	35
33	CC1C(=O)N(c2ccccc2)C1c1ccccc1 (centres undefined)	x	112	95	96
34	N#Cc1ccc(NC(=O)NCCCl)cc1	101	113	98	108
35	C/C(=N\C(N)=S)c1nc2ccccc2n1CCBr	89	x	102	108
36	N#CC(NCc1cccc(CNC(C#N)c2ccccc2)c1)c1ccccc1 (centres undefined)	108	100	97	101
37	CC(=O)Nc1ccc2oc(C(=O)c3ccccc3)c(C)c2c1	98	98	103	101
38	NC(CSSCC(NC(=O)c1ccccc1)C(=O)O)C(=O)O (centres undefined)	97&91	x	87&98	100&102
39	Cc1nc(=S)c2ccccc2[nH]1	93	102	85	95
40	CC(C)CC(=O)CC(=O)c1ccco1	97	106	97	103
41	CC[C@H](C)[C@H](NC(=O)[C@@H](N)CCC(N)=O)C(=O)N[C@@H](Cc1ccc(O)cc1)C(=O)N[C@@H](CCCCN)C(=O)N[C@@H](CCCCN)C(=O)N[C@@H](Cc1ccc(O)cc1)C(=O)N[C@@H](CCCNC(=N)N)C(=O)N[C@H](C(=O)N[C@@H](Cc1c[nH]c2ccccc12)C(=O)N[C@@H](Cc1ccc(O)cc1)C(=O)N[C@@H](CCCNC(=N)N)C(=O)N[C@@H](CCCCN)C(=O)N[C@@H](C)C(=O)N[C@@H](Cc1c[nH]c2ccccc12)C(=O)N[C@@H](CCCCN)C(=O)N[C@H](C(=O)N[C@@H](CC(C)C)C(=O)NCC(=O)N[C@@H](CCCCN)C(=O)N[C@H](C(N)=O)C(C)C)C(C)C)[C@@H](C)O	70	43	-47*	-38*
42	C[C@]12CC[C@H](O)C[C@@H]1CC[C@@H]1[C@@H]2CC[C@]2(C)OCCC[C@@H]12	105	103	96	100
43	Cc1cc(CSc2ccccc2C(=O)NCCNc2ccc(C(F)(F)F)cc2[N+](=O)[O-])on1	76	77	44	43
44	COc1cccc(/C=C/C(=O)/C=C(O)/C=C/c2cccc(OC)c2OC)c1OC	92	105	50	100
45	CCOC(=O)Nc1ccc2c(c1)/C(=N\NC(N)=S)c1ccccc1-2	58&54	93&70	31&26	44&38

item	MDA-MB-435	HS 578T	SK-MEL-28	BT-549
31	106	90	105	96
32	76	81	73	72
33	100	x	120	96
34	101	x	115	99
35	118	115	107	113
36	92	95	100	109
37	108	99	109	113
38	96&101	117&107	104&102	109&100
39	105	98	102	86
40	108	101	108	109
41	18	-13*	16	16
42	104	x	102	103
43	81	91	91	57
44	91	93	103	96
45	60&57	93&70	75&50	83&42

Other compounds
item	Molecule	LOX IMVI	SK-MEL-2	T-47D	SK-MEL-5
46	CS(=O)(=O)c1ccc2c(c1)c1c(n2S(=O)(=O)c2ccc(Cl)cc2)CCCC1	36	x	23	27
47	CSc1nc(-c2cccc(C)c2)c2cc(-c3ccccc3)n(C)c2n1	21	12	1.0*	-45*
48	CC(=O)Nc1nc(C)c(-c2csc(Nc3ccccc3)n2)s1	21	19	7.1*	9.1*
49	COc1cc2nc(-c3ccc(NC(=O)/C=C/c4ccc(F)cc4)cc3)sc2c(OC)c1OC	103	99	104	97
50	Cn1nc(C(C)(C)C)cc1NC(=O)Cc1ccc(/C=C2\C(=O)Nc3ccccc32)cc1	54	54	15	5.6*
51	CC(=O)NCCCS(=O)(=O)O	94	101	102	120
52	COc1ccc(/C(=C\c2cc(OC)c(OC)c(OC)c2)C(=O)N2CCN(c3ccccc3)CC2)cc1	96	x	84	89
53	CCOC(=O)c1c(C(=O)OC)c(C(=O)OC)c2ccc3c4ccccc4ccc3n12	102	103	82	100
54	O=C(CNc1nnc(-c2ccc(O)cc2)o1)N1c2ccccc2Sc2ccccc21	100	110	92	100
55	Cc1ccc(C(N)(C(=O)O)c2ccccc2)cc1 (centres undefined)	99	103	82	99
56	COc1ccc(-c2c(C(=O)NS(=O)(=O)C3CC3)n(Cc3cccc(C(F)(F)F)c3)c3ccccc23)cc1	81	95	77	78
57	N#Cc1c(NC(=O)c2cccs2)[n+]([O-])c2cc(C(F)(F)F)ccc2[n+]1[O-]	95	56	90	58
58	COc1ccc(N)c(S)c1	92	108	89	92
59	CC(CCc1ccccc1)NC(=O)c1n[nH]c(=O)c2ccccc12 (centres undefined)	95	79	96	99
60	O=C(N/N=C/c1cccc(O)c1)c1ccc(C(F)(F)F)nc1Nc1cccc(C(F)(F)F)c1	-18*	13	5.4*	8.4*

item	MDA-MB-435	HS 578T	SK-MEL-28	BT-549
46	-11*	0.5*	64	-1.4*
47	-39*	9.2*	35	-5.9*
48	43	-4.9*	38	18
49	114	104	116	94
50	56	75	77	35
51	100	83	107	110
52	112	91	105	104
53	101	105	106	141
54	92	88	99	94
55	104	91	101	94
56	91	99	93	96
57	106	85	120	94
58	106	102	113	x
59	108	97	118	99
60	51	x	25	1.7*

4 entries from above, field by field:
52	COc1ccc(/C(=C\c2cc(OC)c(OC)c(OC)c2)C(=O)N2CCN(c3ccccc3)CC2)cc1
  LOX IMVI: 96	SK-MEL-2: x	T-47D: 84	SK-MEL-5: 89	MDA-MB-435: 112	HS 578T: 91	SK-MEL-28: 105	BT-549: 104

59	CC(CCc1ccccc1)NC(=O)c1n[nH]c(=O)c2ccccc12 (centres undefined)
  LOX IMVI: 95	SK-MEL-2: 79	T-47D: 96	SK-MEL-5: 99	MDA-MB-435: 108	HS 578T: 97	SK-MEL-28: 118	BT-549: 99

51	CC(=O)NCCCS(=O)(=O)O
  LOX IMVI: 94	SK-MEL-2: 101	T-47D: 102	SK-MEL-5: 120	MDA-MB-435: 100	HS 578T: 83	SK-MEL-28: 107	BT-549: 110

56	COc1ccc(-c2c(C(=O)NS(=O)(=O)C3CC3)n(Cc3cccc(C(F)(F)F)c3)c3ccccc23)cc1
  LOX IMVI: 81	SK-MEL-2: 95	T-47D: 77	SK-MEL-5: 78	MDA-MB-435: 91	HS 578T: 99	SK-MEL-28: 93	BT-549: 96

Next part
item	Molecule	LOX IMVI	SK-MEL-2	T-47D	SK-MEL-5
61	COc1ccc(-c2c(NC(=O)Nc3ccc(S(=O)(=O)Nc4nccs4)cc3)cnn2-c2ccc(S(N)(=O)=O)cc2)cc1	98	116	99	101
62	NC(=NCCCOc1ccc(Cl)cc1)Nc1ccc(Cl)cc1	40	24	8.0*	x
63	CCOC(=O)c1ccc2c(c1)[n+](=O)c(C(=O)Nc1ccccc1)c(C)n2[O-]	95	90	62	60
64	CCCC(=O)Nc1ccccc1C(=O)O	93	100	117	99
65	O=C(CCl)Oc1ccc2ccccc2c1	97	98	105	x
66	COC(c1cc2c(cc1Br)OCO2)C(C)Br (centres undefined)	97	110	89	109
67	CN(C)CCCN1c2ccccc2Sc2ccc(F)cc21	69	103	102	90
68	O=C(NNC(=O)c1cnc2nc[nH]n2c1=O)c1ccccc1	100	102	101	108
69	OCC1O[C@@H](O[C@@H]2O[C@H](CO)[C@H]3CCCC[C@@H]23)[C@@H](O)C(O)[C@@H]1O (some centres undefined)	96	103	91	95
70	Nc1ncc(CO)c(N)n1	101	108	99	101
71	COc1ccc(Cn2nc(-c3ccc(OC)c(OC)c3)c3c2CCc2cnoc2-3)cc1OC	84	111	72	86
72	COc1cc(-n2nnc3c4nc(-c5ccc([N+](=O)[O-])cc5)oc(=O)c4c(C)nc32)cc(OC)c1OC	100	107	x	100
73	O=P(O)(O)OCC1OC(n2cnc3c(NCc4ccco4)ncnc32)C(O)C1O (centres undefined)	-31*	89	42	40
74	O=C(NCOC(O)C(Cl)(Cl)Cl)NCOC(O)C(Cl)(Cl)Cl (centres undefined)	98	90	90	102
75	CCN(CC)c1ccc(CNc2cc(C)nc3ccc(OC)cc23)cc1	25	79	80	39

item	MDA-MB-435	HS 578T	SK-MEL-28	BT-549
61	109	99	111	107
62	11	42	x	60
63	94	94	107	74
64	101	102	107	113
65	107	99	108	112
66	98	113	105	87
67	76	71	77	84
68	113	114	100	118
69	102	100	106	110
70	103	108	103	102
71	86	141	90	97
72	101	99	103	102
73	16	33	87	-12*
74	107	108	93	101
75	-16*	x	97	80

Later entries:
item	Molecule	LOX IMVI	SK-MEL-2	T-47D	SK-MEL-5
76	COc1cc(C(=O)Nc2cc(O)c(CC=C(C)C)c(O)c2)cc2c1O[C@]1(C)CC[C@@H](O)C(C)(C)[C@H]1C2	-12*	13	3.8*	-23*
77	CCCCC(S(=O)(=O)CC)S(=O)(=O)CC	95	134	99	106
78	COc1ccc(-c2nc3cc(/C=N/c4nc5ccc(N6CCN(C)CC6)cc5s4)ccc3s2)cc1	90	114	94	91
79	CC1(C)CCCC2(C)C(OCCO)=CC(=O)C=C12 (centres undefined)	120	122	114	114
80	C[N+](C)(CCOc1ccccc1)Cc1cccs1	101	115	113	113
81	COc1cc(Nc2cc(O)c3c(=O)cc(-c4ccccc4)oc3c2)cc(OC)c1	42	13	55	29
82	O=C(CN(Cc1ccco1)C(=O)/C=C/c1cccc([N+](=O)[O-])c1)Nc1ccccc1C(F)(F)F	87	30	81	90
83	Cc1ccc(P(c2ccccc2)c2ccc(C)cc2)cc1	94	101	103	103
84	COc1cc2cc(NCc3cnn(C)c3C)nc(C)c2cc1OC	90	93	76	95
85	C[N+](C)(C)CCc1ccccc1	94	102	98	94
86	COc1ccc(C(=O)/C=C/c2c(F)cccc2Cl)cc1S(N)(=O)=O	-69*	25	-5.6*	x

item	MDA-MB-435	HS 578T	SK-MEL-28	BT-549
76	25	10	30	30
77	103	107	112	103
78	97	103	103	91
79	107	100	107	110
80	111	x	113	108
81	4.0*	12	69	80
82	108	96	103	97
83	96	107	110	98
84	98	89	96	86
85	100	99	104	105
86	6.7*	27	-4.3*	x

Source: PubChem BioAssay (NCI)
